High-throughput results as filed in PubChem.
Rv3671c inh = inhibitors of M. tuberculosis serine protease Rv3671c. P9WHR9. inhibition, % at 5.96 µM. actives 0.048% (n = 320,000); in the data active = inhibition above about 38%;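 note: extracellular domain of Rv3671c used as enzyme; 0% = enzyme with DMSO and 100% = no enzyme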
Target sequence (P9WHR9 whole entry, looked up, the tested form may be a part): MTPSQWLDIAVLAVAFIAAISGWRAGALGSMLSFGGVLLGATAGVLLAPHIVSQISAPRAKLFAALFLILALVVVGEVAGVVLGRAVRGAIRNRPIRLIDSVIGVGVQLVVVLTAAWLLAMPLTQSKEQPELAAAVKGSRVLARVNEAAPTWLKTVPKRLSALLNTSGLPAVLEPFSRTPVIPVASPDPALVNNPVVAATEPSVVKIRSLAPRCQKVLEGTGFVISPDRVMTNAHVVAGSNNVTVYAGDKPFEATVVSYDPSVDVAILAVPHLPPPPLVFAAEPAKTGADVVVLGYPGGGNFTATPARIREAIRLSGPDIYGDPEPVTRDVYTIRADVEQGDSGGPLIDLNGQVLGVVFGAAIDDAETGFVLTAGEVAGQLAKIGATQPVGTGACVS
MazEF act = activators of E. coli MazEF toxin-antitoxin RNase; FAM/BHQ RNA-DNA oligo cleavage fluorescence, 5 h; activation, % at 20 µM; actives 0.32% (n = 350,000); in the data active = activation above about 50%
VHR inh abs = DUSP3 (human) phosphatase inhibition; actives 0.52% (n = 290,000); recombinant VHR phosphatase, pNPP absorbance; inhibition, % at 13.3 µM; AID 1654; in the data active = inhibition above about 50%; note: some compounds called inactive have numbers as strong as hits
Target sequence (P51452 whole entry, looked up): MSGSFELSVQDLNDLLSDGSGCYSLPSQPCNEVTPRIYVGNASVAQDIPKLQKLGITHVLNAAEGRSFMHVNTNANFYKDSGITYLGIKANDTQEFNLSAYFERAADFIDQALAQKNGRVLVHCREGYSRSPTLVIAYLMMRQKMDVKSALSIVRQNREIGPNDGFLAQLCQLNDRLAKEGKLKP
UGM FP inh = inhibitors of M. tuberculosis UDP-galactopyranose mutase | P9WIQ1 | purified UGM, fluorescence polarization probe displacement | inhibition, % at 10 µM | actives 0.06% (n = 320,000); in the data active = inhibition above about 10%, passing the limit was not always enough; inconclusive = no clear call, values can overlap the other calls
FBA Mtb inh = inhibits M. tuberculosis FBA enzyme; P9WQA3; purified M. tuberculosis FBA, fluorescence read-out; inhibition, % at 1 µM; actives 2.3% (n = 360,000); AID 588726; in the data active = inhibition above about 27%;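 note: 0% = vehicle and 100% = reference inhibitor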
Target sequence (P9WQA3 whole entry, looked up): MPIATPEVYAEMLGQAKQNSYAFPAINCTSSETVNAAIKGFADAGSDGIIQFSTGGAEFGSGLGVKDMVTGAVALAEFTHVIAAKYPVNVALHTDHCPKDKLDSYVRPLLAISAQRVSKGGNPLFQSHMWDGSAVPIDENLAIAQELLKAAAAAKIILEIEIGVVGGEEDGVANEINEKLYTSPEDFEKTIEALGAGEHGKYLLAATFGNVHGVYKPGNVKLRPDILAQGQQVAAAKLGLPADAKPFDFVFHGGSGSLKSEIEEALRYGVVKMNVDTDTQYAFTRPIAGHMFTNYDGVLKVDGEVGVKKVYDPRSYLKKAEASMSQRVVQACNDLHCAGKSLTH
Mtb BioA inh = BioA (M. tuberculosis) enzyme inhibition. purified M. tuberculosis BioA enzyme, plate reader. inhibition, % at 9.99 µM. actives 0.096% (n = 360,000); in the data active = inhibition above about 40%; inconclusive = no clear call, values can overlap the other calls
BoNT-F LC inh = blocks Botulinum neurotoxin F light chain protease. Multiplex microsphere protease cleavage assay, flow cytometry. inhibition, % at 10 µM. actives 0.22% (n = 360,000). AID 588497; in the data active = inhibition above about 35%, passing the limit was not always enough; inconclusive = no clear call, values can overlap the other calls; note: plate controls were buffer without enzyme for full effect and enzyme alone for no effect
GDH-TPI inh = inhibits GDH-TPI coupling enzymes, artifact for Mtb FBA screen; inhibition, % at 4.8 µM; actives 1.2% (n = 360,000); GDH-TPI coupled enzyme counterscreen, NADH absorbance; AID 588335;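 note: 0% = DMSO wells and 100% = wells lacking the enzyme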
FadD28 binding = blocks FadD28 binding to the bisubstrate probe; inhibition, % at 12.5 µM; AID 588549; actives 0.22% (n = 360,000); fluorescence polarization; in the data active = inhibition above about 8.5%, passing the limit was not always enough; inconclusive = no clear call, values can overlap the other calls
CCHFV vOTU inh = blocks the CCHF virus ovarian tumor domain protease. CCHFV vOTU protease, Pep-AMC fluorescence. inhibition, % at 11.5 µM. actives 0.55% (n = 370,000). AID 651958; note: 0% = vehicle wells with enzyme and 100% = no enzyme wells
Numbers without * were called inactive; ? = inconclusive; . = not tested or not shown; & = joins results of further samples. Cut-off read from the data, not from the text of the source, unless noted: active = inhibition above about 30%; inactive = the rest.

SMILES	Rv3671c inh	MazEF act	VHR inh abs	UGM FP inh	FBA Mtb inh	Mtb BioA inh	BoNT-F LC inh	GDH-TPI inh	FadD28 binding	CCHFV vOTU inh
Fc1ccc(Cn2nnnc2C(c2cccs2)N2CCN(C3CCCCC3)CC2)cc1 (stereo not given)	4	5	31	0.9	-3	0.0	-2	-2	-2.5	3
CCOc1ccccc1C1CC(=O)Nc2cc3c(cc21)OCCO3 (stereo not given)	-3	-8	-13	-4.6	-3	0.0	-4	3	1.3	-9
O=C(NCC1CCCO1)c1ccc(CS(=O)(=O)c2ccc(Cl)cc2)o1 (stereo not given)	4	-5	19	-1.4	3	.	-1	-2	1.8	3
CCCOc1ccc(-c2c(C(=O)N/N=C(\C)c3cccnc3)nnn2-c2nonc2N)cc1	-8	10	-12	2.5	4	-0.3	3	6	-0.5	18
O=C(Nc1ccc(F)cc1F)c1ccccc1NC(=O)C1CC=CCC1C(=O)O (stereo not given)	-2	1	2	-4.0	2	-0.1	-6	5	0.5	4
COc1ccc(C)cc1NC(=S)N1CCN(S(C)(=O)=O)CC1	-5	-8	2	-1.2	1	3.4	3	-3	0.1	5
O=C(CSc1nncs1)N1CCN(C(=O)c2ccco2)CC1	6	4	.	-3.0	1	5.6	12	-16	-1.1	3
COc1ccc(S(=O)(=O)N2CCC(C(=O)NCc3ccc(C)cc3)CC2)cc1	7	4	24	-0.5	2	-0.8	-6	-8	-2.2	-8
Cc1cccc(NC(=O)COc2cccc3c2CCNC3=O)c1	.	4	.	.	-2	-0.6	-1	4	-2.7	3
COc1ccc(CN2CCN(C(=O)CN3C(=O)C4C5C=CC(C5)C4C3=O)CC2)c(OC)c1OC (stereo not given)	-3	-5	24	1.0	0	-1.9	-29	4	-0.7	-4
COc1ccc(NC(=O)CSc2nncc3ccccc23)cc1	-2	-2	12	0.7	2	.	-8	5	-0.1	1
Nc1ccc(Nc2ccncc2)cc1	.	8	.	.	-3	2.4	-4	19	-5.6	2
CC(C)COc1ccc(C(=O)NC(CC(C)C)C(=O)O)cc1 (stereo not given)	8	6	12	-0.1	1	-0.3	-7	-4	-1.1	2
NC(=O)c1ccc(N2CCN(c3ccccc3F)CC2)c([N+](=O)[O-])c1	-3	7	37	-1.5	1	.	-1	2	0.1	9
O=C(CCC(=O)N1CCN(c2ccccc2F)CC1)N1CCN(c2ccccc2)CC1	5	9	-23	-1.0	2	-0.7	-22	3	-2.5	-8
O=C(NN=Cc1ccc2c(c1)OCO2)NN=Cc1ccc2c(c1)OCO2	.	14	.	.	-1	0.5	-5	38*	-0.7	7
COC(=O)c1cccc2c1NC(=O)C2=O	-13	3	-3	2.1	1	-1.2	?	10	-2.4	7
CC(C)(O)C#Cc1ccc(C(=O)N2CCCC(CNS(=O)(=O)c3cccs3)C2)o1 (stereo not given)	-9	4	18	4.5	-2	0.5	7	-2	1.1	4
O=C1CCCc2c1cnc1ncnn21	-1	7	7	-0.1	-3	.	0	-2	-1.9	-4
CC(NC(N)=O)C(=O)OCc1ccc(Cl)cc1Cl (stereo not given)	3	4	22	-2.1	-6	0.3	2	-8	-3.1	6
O=C(O)CNC(=O)C(Cc1ccccc1)NC(=O)OCc1ccccc1 (stereo not given)	-2	3	22	1.4	3	.	-2	12	-1.7	3
CCOC(=O)C1=C(O)CSC1=Nc1cccc(Cl)c1	3	5	-17	0.9	2	0.1	7	-4	-2.3	3
Cc1cccc(NC(=O)CSc2cccc[n+]2[O-])c1C	2	3	.	-3.2	-1	2.6	-8	3	-1.1	6
O=C(NC1CCS(=O)(=O)C1)c1ccc(S(=O)(=O)N2CCCC2)cc1 (stereo not given)	-14	0	27	-0.6	4	0.3	8	4	-0.7	-1
CC(=O)c1ccc(NC(=S)NC(=O)CC(C)C)cc1	4	-6	-12	1.2	-3	.	-2	4	-2.9	-9
COc1ccccc1N1CCN(/N=C/C(Cl)=C/c2ccccc2)CC1	-2	-4	-15	0.5	-3	-1.3	.	11	-4.0	-9
CCOc1ccc(N(CC(=O)Nc2ccccc2OCC)S(=O)(=O)c2c(C)noc2C)cc1	-10	9	12	3.7	-1	-2.3	2	-14	-2.3	11
CCCCNC(=S)N=Nc1c(O)[nH]c2ccccc12	5	1	11	1.4	0	.	-4	19	-1.6	6
COc1cc(/C=N\NC(=O)CNC(=O)C2COc3ccccc3O2)ccc1O (stereo not given)	-16	5	-11	1.6	1	0.8	-3	24	0.0	2
Cn1c(CNC(=O)CNS(=O)(=O)c2ccc(F)cc2F)cc(=O)n(C)c1=O	-12	7	10	-1.5	0	-0.8	2	-3	-0.9	9
CC(C)CNC(=O)COC(=O)c1cc(S(=O)(=O)N2CCCCC2)ccc1N1CCOCC1	11	-3	14	-2.1	2	0.7	10	16	-0.6	4
Cc1cc(C)cc(Oc2coc3cc(O)ccc3c2=O)c1	-12	1	30	-2.4	24	4.5	24	1	-2.9	-14
C=CC(=O)Nc1cccc(Oc2cc(Cl)nc3[nH]ccc23)c1	-11	16	.	0.6	0	-0.7	-1	4	-27	13
CC(=O)c1cccc(NC(=O)CC2Oc3ccc(C)cc3NC2=O)c1 (stereo not given)	1	3	42	-0.3	1	-0.6	-5	2	-1.5	-4
O=C1C=C(/C=C/c2ccccc2)C[C@@H](c2ccc(F)cc2)C1	4	8	.	-1.3	-5	0.1	-3	15	-1.5	7
CCCOC1CCCN(C(=O)c2cc(COc3ccc(-n4cncn4)cc3)on2)C1 (stereo not given)	-4	4	6	4.2	3	.	2	-4	-1.3	7
COc1cccc(OCc2cc(C(=O)N3CCNC(=O)C3Cc3ccccc3)no2)c1 (stereo not given)	10	-2	1	1.5	1	5.3	2	-2	-4.9	14
CNC[C@@H]1OCc2ccccc2-c2c(n(C)c3ccccc23)C(=O)N([C@H](C)CO)C[C@H]1C	.	13	.	.	1	-0.6	4	2	0.7	-8
Cc1c(C(=O)N2CCOCC2)[nH]c2c1C(=O)CC(c1ccccc1Cl)C2 (stereo not given)	-5	1	24	-1.3	2	2.8	-6	-8	-1.7	-16
Fc1ccc(-c2nnc(CN3CCN(c4ncc(C(F)(F)F)cc4Cl)CC3)o2)cc1	-3	6	13	5.5	-3	-1.4	6	2	-0.6	-15

Next part; the last 7 above are carried over.
SMILES	Rv3671c inh	MazEF act	VHR inh abs	UGM FP inh	FBA Mtb inh	Mtb BioA inh	BoNT-F LC inh	GDH-TPI inh	FadD28 binding	CCHFV vOTU inh
CC(=O)c1cccc(NC(=O)CC2Oc3ccc(C)cc3NC2=O)c1 (stereo not given)	1	3	42	-0.3	1	-0.6	-5	2	-1.5	-4
O=C1C=C(/C=C/c2ccccc2)C[C@@H](c2ccc(F)cc2)C1	4	8	.	-1.3	-5	0.1	-3	15	-1.5	7
CCCOC1CCCN(C(=O)c2cc(COc3ccc(-n4cncn4)cc3)on2)C1 (stereo not given)	-4	4	6	4.2	3	.	2	-4	-1.3	7
COc1cccc(OCc2cc(C(=O)N3CCNC(=O)C3Cc3ccccc3)no2)c1 (stereo not given)	10	-2	1	1.5	1	5.3	2	-2	-4.9	14
CNC[C@@H]1OCc2ccccc2-c2c(n(C)c3ccccc23)C(=O)N([C@H](C)CO)C[C@H]1C	.	13	.	.	1	-0.6	4	2	0.7	-8
Cc1c(C(=O)N2CCOCC2)[nH]c2c1C(=O)CC(c1ccccc1Cl)C2 (stereo not given)	-5	1	24	-1.3	2	2.8	-6	-8	-1.7	-16
Fc1ccc(-c2nnc(CN3CCN(c4ncc(C(F)(F)F)cc4Cl)CC3)o2)cc1	-3	6	13	5.5	-3	-1.4	6	2	-0.6	-15
COC(=O)c1[nH]c2ccc(C)cc2c1NC(=O)CN1CCc2cc(OC)c(OC)cc2C1	7	11	11	1.8	14	1.4&1.1	-8	9	-1.3	-4
Cc1nc2ccccc2n1CCc1nc2c3ccccc3nc(=S)n2[nH]1	-4	3	2	-2.5	1	-1.7	-4	24	-0.1	3
COc1ccc(C)cc1NC(=O)c1cc(-c2ccccc2)nc2c1cnn2C(C)C	-23	-8	.	0.2	2	-2.0	-3	9	-5.8	1
CCNC(=O)n1cc(-n2cncn2)c(-c2ccc(Cl)cc2)n1	-8	-2	19	1.3	-3	.	1	4	-1.4	1
O=C(Nc1c2c(nn1-c1ccccc1)CS(=O)C2)c1ccc(S(=O)(=O)N2CCOCC2)cc1 (stereo not given)	-2	3	-3	2.5	-3	.	3	6	0.2	-13
CN1OC[C@@H]2CN[C@H](c3cccc(Oc4ccccc4)c3)C[C@@H]21	.	9	.	.	3	-0.3	-9	-10	0.6	2
COc1ccc(C(=O)Nc2ccc(Cl)cn2)cc1Cl	-6	7	35	-1.6	0	-0.4	-7	1	-3.0	-6
CC(=O)c1ccc(CCCCCCCCCC(=O)O)s1	-3	3	-9	-1.3	4	0.4	-9	2	-1.6	-8
Cc1cccc(C2c3[nH]c4ccccc4c3CCN2C(=O)c2cc(-c3cccn3C)n[nH]2)n1 (stereo not given)	-13	-27	25	0.3	-1	2.9	-2	-7	-0.5	-6
CCCOc1ccc(N2C(=O)CC(N(CCc3ccc(OC)cc3)C(=O)/C=C/C(=O)O)C2=O)cc1 (stereo not given)	7	-7	11	0.1	3	.	-3	4	-0.9	-10
O=c1[nH]c(=O)n(Cc2ccco2)c(O)c1C=NC1CCN(Cc2ccccc2)CC1	-2	-7	-3	1.0	2	5.7	0	-3	-2.7	-16
CCN(CC)S(=O)(=O)c1cc(C(=O)O)ccc1Cl	0	6	37	-2.4	-5	0.9	-10	3	-3.1	-7
CCc1nnc(NC(=O)CSc2nc3c(cc2C#N)CCC3)s1	-2	-2	16	0.9	2	-2.1	-12	-3	-5.0	-2
COc1ccc(C(=O)NNC(=O)C(=O)Nc2ccc(C)cc2)cc1	-6	10	16	0.9	4	-4.2	-4	15	-3.1	3
CCOC(=O)C1(C)CCCN(C(=O)c2cccc(C#N)c2)C1 (stereo not given)	.	.	.	.	-6	-3.4	2	12	1.3	-7
COc1cc2c(cc1OC)C(C(=O)N1CCC3(CC1)OCCO3)C(c1ccccc1F)N(C)C2=O (stereo not given)	-5	-4	4	0.7	3	.	0	-4	-2.5	1
Oc1ccc(-n2cnnn2)cc1	-4	3	-11	-2.5	-3	-2.0	0	6	-0.5	-6
CCCNc1nc(Cl)nc(Nc2ccc(Cl)cc2)n1	-3	0	4	4.2	-3	-1.2	-6	6	-4.7	-7
CC1(C)CC2CC(C)(CN2C(=O)c2cc(-c3ccc(O)cc3)on2)C1 (stereo not given)	-7	6	16	1.7	1	0.0	4	2	-3.1	16
